bIAP activator = bovine intestinal alkaline phosphatase activators, primary screen, biochemical, bovine IAP, CDP-star luminescence; alkaline phosphatase, intestinal [Bos taurus]; activation factor at 20 µM; purified bovine IAP, 30 min; stronger effect = higher value; fold of DMSO-control signal, blank-subtracted; 200,000 compounds, 0.17% hits;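 active = activation factor of 2 or more at 20 µM, a signal rise over negative controls twice the positive control's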
FLuc inh counter = firefly luciferase enzyme inhibitors, primary screen, artefact control for luciferase-based inhibitor screens, biochemical, luminescence, ATPLite; Luciferin 4-monooxygenase (Photinus pyralis), P08659; 10 min; inhibition, % at 10 µM; 200,000 compounds, 1.5% hits; AID 1006, 2008;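 active = inhibition above about 50% when tested at 10 µM, limit read from the data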
PMI act = activators of human PMI, primary screen, biochemical, fluorescence intensity, near-Km mannose 6-phosphate; activation factor at 20 µM; 190,000 compounds, 0.005% hits; purified human PMI, coupled resazurin fluorescence, 20 min; stronger effect = higher value; 1 = vehicle control, 0 substrate-free wells; AID 1214, 2008;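 active = activation factor of 2 or more at 20 µM, relative to plate controls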
Target sequence (P34949 whole entry, looked up): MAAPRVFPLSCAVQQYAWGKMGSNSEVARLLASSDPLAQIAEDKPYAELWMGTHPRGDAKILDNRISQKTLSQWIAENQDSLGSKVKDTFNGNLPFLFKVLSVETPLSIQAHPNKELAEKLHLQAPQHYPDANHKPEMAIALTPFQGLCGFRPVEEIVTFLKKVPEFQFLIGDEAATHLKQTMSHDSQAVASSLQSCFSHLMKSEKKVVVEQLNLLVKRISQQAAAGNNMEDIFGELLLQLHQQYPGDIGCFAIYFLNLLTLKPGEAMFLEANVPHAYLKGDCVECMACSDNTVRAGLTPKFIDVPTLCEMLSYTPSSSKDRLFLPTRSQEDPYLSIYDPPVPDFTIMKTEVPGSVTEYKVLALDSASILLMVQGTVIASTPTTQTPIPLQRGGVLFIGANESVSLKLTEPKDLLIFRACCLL
FLuc stim CS = FLuc activators, initial screening, artefact control for FLuc-dependent activation tests, biochemical, ATPlite luminescence; Luciferin 4-monooxygenase (Photinus pyralis), P08659; ATPlite luciferase biochemical, 10 min; 0 = ATP-free wells, 1 = DMSO control; activation factor at 10 µM; 200,000 tested, under 10 active; AID 1027, 2008;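 active = luciferase activation factor, scaled between plate controls, of at least 2 with compound at 10 µM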
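System: cell-free luciferase reagent; medium: PBS as buffer for the ATP substrate; doses: test compounds dosed from 2 mM stocks in 100% DMSO; incubation: 10 min, room temperature; measured by: luminescence from luciferase reaction; read-out: luciferase activation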
TNAP act hiacc = TNAP activators at high phosphate acceptor level, primary screen, biochemical, luminescence, uHTS; Alkaline phosphatase, tissue-nonspecific isozyme (Homo sapiens), P05186; purified TNAP, CDP-star luminescence, 1 M DEA, 30 min; stronger effect = higher value; 0 = EDTA background, 1 = DMSO-only activity; activation factor at 20 µM; 200,000 tested, under 10 active; AID 1136, 2008;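 active = activation factor at least 2 at 20 µM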
Target sequence (P05186 whole entry, looked up): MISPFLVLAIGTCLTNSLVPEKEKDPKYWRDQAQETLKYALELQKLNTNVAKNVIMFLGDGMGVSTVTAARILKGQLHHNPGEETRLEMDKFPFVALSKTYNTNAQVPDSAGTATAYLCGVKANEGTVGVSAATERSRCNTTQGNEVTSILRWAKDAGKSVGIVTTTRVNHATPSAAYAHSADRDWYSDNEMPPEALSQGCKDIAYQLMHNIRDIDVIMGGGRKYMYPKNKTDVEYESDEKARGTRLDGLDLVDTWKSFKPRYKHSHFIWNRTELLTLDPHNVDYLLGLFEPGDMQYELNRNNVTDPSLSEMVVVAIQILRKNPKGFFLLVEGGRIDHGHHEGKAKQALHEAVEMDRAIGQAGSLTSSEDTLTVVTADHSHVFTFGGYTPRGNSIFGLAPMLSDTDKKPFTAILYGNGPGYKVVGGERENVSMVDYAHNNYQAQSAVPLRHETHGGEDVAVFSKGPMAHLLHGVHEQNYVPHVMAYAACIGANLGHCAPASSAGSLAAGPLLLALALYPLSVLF
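Dosing: 20 µM single point. System: human TNAP. Amount: TNAP 1/800 final. Incubation: 30 min, room temperature. Read-out: TNAP activation factor scaled between EDTA and DMSO control wells. Signal: luminescence from CDP-star hydrolysis. Medium: 1 M DEA, pH 9.8, Mg2+, Zn2+. Control set: EDTA negative control, DMSO positive control.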
PMI act satM6P = human PMI activators, high substrate, primary screen, biochemical, fluorescence intensity, near-saturating mannose 6-phosphate; Mannose-6-phosphate isomerase (Homo sapiens), P34949; coupled PMI enzyme assay, resazurin fluorescence, 20 min; stronger effect = higher value; 1 = untreated enzyme, 0 = substrate-free blank; activation factor at 20 µM; 190,000 compounds, 0.34% hits;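 active = activation factor of 2 or more at 20 µM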
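test system = human PMI in coupled enzyme assay | medium = HEPES-buffered pH 7.4 with magnesium and detergent | also added = 1.0 mM mannose-6-phosphate substrate with 0.22 mM NADP+ | compound = 20 µM single dose | times = 20 min incubation at room temperature | measured by = resorufin fluorescence (Ex 544/Em 590 nm) from resazurin via diaphorase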
TNAP inh hiacc = human TNAP enzyme inhibitors, primary screen, biochemical, luminescent, high phosphate acceptor level, uHTS; AID 1135, 2008; purified TNAP, CDP-star luminescence, 1 M DEA; inhibition, % at 20 µM; 200,000 compounds, 0.03% hits;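 active = over 50% inhibition of tissue-nonspecific alkaline phosphatase at 20 µM in the single-dose screen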;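 note: plate controls were DMSO wells for no effect and EDTA-quenched wells as full inhibition for full effect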
NF-kB expr up = activators of NF-kB expression in neurons, primary screen, cell-based, HTS; 190,000 compounds, 1.6% hits; human neuronal cells, NF-kB reporter expression; stronger effect = higher value; fold change at 12.5 µM; in the data active = fold change above about 3.3
TNAP inh no acc = human TNAP enzyme inhibitors, primary screen, biochemical, luminescent, no phosphate acceptor, uHTS; Alkaline phosphatase, tissue-nonspecific isozyme (Homo sapiens), P05186; purified TNAP, CDP-star luminescence, 30 min; inhibition, % at 20 µM; 200,000 compounds, 0.26% hits; AID 1012, 2008;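 active = tissue-nonspecific alkaline phosphatase inhibition above about 50% at 20 µM in the single-dose screen, limit read from the data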;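 note: 0% = DMSO negative control and 100% = EDTA positive control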
APP 5'UTR act = activators of APP 5'UTR luciferase reporter, primary screen, SH-SY5Y cells. SH-SY5Y APP 5'UTR luciferase reporter, luminescence; zero percent = DMSO vehicle wells. activation, % at 2 µM. 190,000 compounds, 1% hits;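 active = activation above a set limit, based on mean plus 3 SD of controls, cut at about 140% in these data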; note: values of inactives mirror those of a sister screen read the other way
* hit, by the source's call; x = no result given.

| structure | TNAP inh hiacc | TNAP inh no acc | TNAP act hiacc | FLuc inh counter | PMI act satM6P | NF-kB expr up | PMI act | bIAP activator | APP 5'UTR act | FLuc stim CS |
| --- | --- | --- | --- | --- | --- | --- | --- | --- | --- | --- |
| CC1CCCCC1NC(=O)CN1C(=O)CSc2cc(S(=O)(=O)N3CCCCCC3)ccc21 (stereo not given) | -4.0 | -9.1 | 1 | -4.9 | 1.1 | 1.05 | 1 | 1 | -16.5 | 1 |
| O=C(NC1CCCCCC1)C1CCN(S(=O)(=O)c2ccccc2)CC1 | -1.7 | -11.6 | 1 | -3.8 | 0.9 | 1.01 | 0.9 | 1 | 5.0 | 1 |
| CN(c1cccc(NC(=O)CN(c2ccc(F)cc2)S(C)(=O)=O)c1)S(C)(=O)=O | -7.3 | -11.8 | 1.1 | -9.5 | 0.9 | 1.22 | 0.9 | 1.1 | 7.6 | 1.1 |
| CC(C)(C)OC(=O)N1CCC[C@H]1c1nnc(SCc2c(F)cccc2Cl)o1 | -12.1 | -10.9 | 1.1 | -3.4 | 1 | 1 | 1 | 1.1 | -1.9 | 1 |
| CC(=O)NS(=O)(=O)c1ccc(NC(=O)c2cccc(S(=O)(=O)N3CCc4ccccc43)c2)cc1 | 2.6 | -4.8 | 1 | -0.2 | 1.1 | 0.94 | 1.2 | 1.1 | -5.9 | 1 |
| Cc1ccc(NC(=O)CN2C(=O)N/C(=C\c3cccnc3)C2=O)cc1 | -1.6 | -2.6 | 1 | 0.2 | 0.9 | 1.01 | 1.1 | 1 | -53.7 | 1 |
| Cc1cc(NC(=O)CSc2nc3ccccc3n2CCC#N)no1 | -5.1 | -14.3 | 1.1 | -8.5 | 1.1 | 1.02 | 1.1 | 0.9 | 17.2 | 1.1 |
| COc1cccc(C(=O)N(C)c2nnc(-c3ccncc3)s2)c1 | -1.6 | -8.4 | 1 | 0.0 | 1.1 | 1.65 | 1 | 1 | 7.6 | 1 |
| O=C(CN1CCOCC1)N1CCN(c2ccc([N+](=O)[O-])cc2)CC1 | 13.1 | 8.8 | 0.9 | -3.1 | x | 1.42 | x | 0.9 | 33.1 | 1 |
| CC(C)Cc1cc(C(=O)N2CCC(N3CCC(C(=O)NC4CC4)CC3)CC2)n[nH]1 | -8.1 | 92.1* | 1.1 | -6.6 | 1 | 1.1 | 1.1 | 1.2 | 1.0 | 1.1 |
| CN(C)S(=O)(=O)c1ccc(C(=O)NCCOc2ccccc2)cc1 | -2.9 | -2.2 | 1 | -8.5 | 1 | 2.75 | 1 | 0.9 | x | 1.1 |
| Cn1c(SCc2nc(-c3ccccc3)no2)nnc1-c1cccs1 | 1.8 | -9.0 | 1 | -2.7 | 1 | 1.28 | 1 | 0.9 | 11.2 | 1 |
| COc1ccc(C)cc1N=Nc1ccc(O)c2ncccc12 | 36.4 | -4.6 | 0.6 | 0.0 | 0.7 | 1.11 | 1 | 0.8 | -67.5 | 1 |
| CCOC(=O)c1cnc(SC)nc1Sc1cc(Cl)ccc1Cl | -4.5 | -5.2 | 1 | 2.0 | 1 | 1.03 | 0.9 | 0.9 | 8.2 | 1 |
| O=S(=O)(Cc1ccc(Cl)cc1)NCC1CCCO1 (stereo not given) | -3.8 | -9.2 | 1 | -5.7 | 0.9 | 1.11 | 0.8 | 0.9 | 3.7 | 1.1 |
| O=C(Oc1cccccc1=O)c1ccccc1 | -1.4 | -5.2 | 1 | -0.6 | 1 | 1.12 | 1 | 1 | -9.0 | 1 |
| NC(=O)c1ccc(NC(=O)CCCc2nc(-c3ccccc3Cl)no2)cc1 | -6.0 | 0.5 | 1.1 | -9.1 | 1 | 1.07 | 1 | 0.9 | -13.2 | 1.1 |
| O=c1oc2ccccc2cc1-c1nc(-c2cccs2)cs1 | -2.6 | -20.2 | 1 | -2.1 | 1.4 | 1.32 | 1.3 | 0.5 | x | 1 |
| O=C(CSc1ncnc2scc(-c3ccccc3)c12)NCc1ccc2c(c1)OCO2 | -3.5 | -7.1 | 1 | 0.1 | 0.9 | 0.85 | 1 | 0.9 | -20.3 | 1 |
| O=C1C(=O)N(c2ccccc2)C(c2ccccc2[N+](=O)[O-])/C1=C(\O)c1ccccc1 (stereo not given) | -3.4 | -5.4 | 1 | -0.1 | 0.9 | 1.16 | 0.9 | 1 | 4.2 | 1 |
| CCOC(=O)C1(Cc2ccccc2C(F)(F)F)CCN(C2CCCC2)CC1 | -2.9 | -2.1 | 1 | -3.3 | 1 | 1.04 | 1 | 1.1 | 9.5 | 1 |
| O=C1N=C(N2CCCCC2)SC1=C1CCCC1 | -8.0 | -14.4 | 1.1 | -0.2 | 0.9 | 1.62 | 1 | 1 | 29.8 | 1 |
| CCCn1nc(NC(=O)C2CCCO2)c2cc3cc(C)ccc3nc21 (stereo not given) | -4.3 | -13.7 | 1 | -3.0 | 0.9 | 1.18 | 0.9 | 1 | 2.1 | 1 |
| O=C(O)c1ccccc1C(=O)c1ccc(N2CCOCC2)c([N+](=O)[O-])c1 | -0.4 | -2.2 | 1 | -2.6 | 1.1 | 1.2 | 1.1 | 1 | 12.7 | 1 |
| Cc1cccc(OCc2nnc(NC(=O)Cc3cccs3)s2)c1 | -2.9 | -9.7 | 1 | -5.7 | 1 | 1.02 | 0.9 | 0.9 | -1.1 | 1.1 |
| COc1cc(C(=O)NCc2ccc3c(c2)cc(C)n3C)cc(OC)c1OC | -5.4 | -18.0 | 1.1 | -2.6 | 0.9 | 1.29 | 1 | 1 | 5.1 | 1 |
| Cc1cc(=O)[nH]c(SCC(=O)N(CCC#N)c2ccccc2)c1C#N | -3.0 | -10.1 | 1 | -1.8 | 1 | 1.22 | 1.2 | 1 | -1.5 | 1 |
| COc1cc(/C=N/N2CCN(c3ccccc3OC)CC2)ccc1O | -3.4 | -9.5 | 1 | 6.7 | 0.7 | 1.28 | 0.8 | 0.9 | 5.8 | 0.9 |
| O=C(Nc1ccc(Cl)cc1-c1nc2ccccc2s1)c1ccco1 | -0.1 | -6.5 | 1 | -5.9 | 0.9 | 1.03 | 1 | 1 | -5.2 | 1.1 |
| O=C(O)C1C2C=CC(C2)C1C(=O)OCc1ccccc1 (stereo not given) | -4.6 | -10.3 | 1 | -8.6 | 0.9 | 1.17 | 0.9 | 1 | -5.0 | 1.1 |
| C=CCc1cc(Cl)ccc1OCCOCCNC(C)(C)C | -3.6 | -4.2 | 1 | -9.1 | 1.1 | 0.85 | 1 | 1.1 | 10.4 | 1.1 |
| CC(=O)c1c(C)[nH]c(C(=O)N(CCc2ccccc2)Cc2ccccc2)c1C | -2.3 | -9.6 | 1 | -6.3 | 1.1 | 0.88 | 1.1 | 1.3 | 3.9 | 1.1 |
| Nc1nc(NCCCN2CCOCC2)nc(Nc2ccc(F)cc2)c1[N+](=O)[O-] | 1.7 | -2.6 | 1 | -2.1 | 1.1 | 1 | 1.1 | 0.8 | 15.7 | 1 |
| COc1cccc(-c2nnc(SCCC(=O)O)n2C)c1 | -4.2 | -4.3 | 1 | 7.2 | 1.1 | 1.23 | 1 | 1.1 | 65.4 | 0.9 |
| CNC(=O)c1[nH]cnc1C(=O)N[C@@H](C)C(=O)OC(C)(C)C | -0.1 | -4.2 | 1 | 0.7 | 0.9 | 1.16 | 0.9 | 1.3 | 6.5 | 1 |
| CSCCC(NC(=O)OC(C)(C)C)C(=O)NC(C(=O)NC(CC(C)C)C(N)=O)C(C)C (stereo not given) | -8.7 | -2.0 | 1.1 | -1.2 | 1.2 | 0.9 | 1.1 | 1 | -5.6 | 1 |
| COc1cc2ncnc(NCc3ccccc3)c2cc1OC | -2.1 | -9.5 | 1 | -0.1 | 1 | 0.79 | 0.9 | 1 | 2.4 | 1 |
| O=C1CC(C(=O)Nc2cccc3ccccc23)C2(CCCC2)O1 (stereo not given) | 0.5 | -4.2 | 1 | -5.8 | 0.6 | 0.79 | 0.8 | 1 | -3.0 | 1.1 |
| CCCCC(=O)Nc1ccc(C(=O)NCCCn2ccnc2)cc1 | -2.2 | -7.2 | 1 | -2.7 | 1.1 | 0.99 | 1 | 1 | 15.3 | 1 |
| c1ccc(CSc2nnc(SCc3ccccn3)s2)nc1 | -4.3 | -7.3 | 1 | -4.3 | 0.9 | 1.39 | 0.9 | 0.9 | 33.2 | 1 |
| Cc1c(C)[n+](=O)c2c(n1[O-])CCC2 | -8.4 | -7.0 | 1.1 | -6.7 | 1.1 | 1.36 | 1 | 1 | 5.2 | 1.1 |
| Cc1cccc(OCCSc2nncn2C)c1 | -4.7 | -14.4 | 1 | -3.8 | 1 | 1.51 | 1 | 1 | 5.5 | 1 |
| COc1ccc(N2CCN(C(=O)CSc3nnc4n3C(C)(C)Cc3ccccc3-4)CC2)cc1 | -1.3 | -14.2 | 1 | 0.2 | 0.9 | 0.48 | 0.9 | 1.2 | -11.6 | 1 |
| COCCN(C(=O)CSc1nc2nc(C)cc(C)n2n1)c1c(N)n(Cc2ccccc2)c(=O)[nH]c1=O | -2.0 | -13.7 | 1 | -4.5 | 1 | 1.51 | 1 | 1 | 5.4 | 1 |
| Cc1ccc(CNC(=O)COc2ccc(C(=O)c3ccc(F)cc3)cc2)cc1 | 3.9 | 0.2 | 1 | 2.3 | 1 | 1.03 | 1 | 0.9 | -1.7 | 1 |
| CNC(=O)c1ncnnc1N(C)C(=O)NCc1ccccc1 | -6.3 | -8.0 | 1.1 | 0.1 | 1.1 | 1.27 | 1.1 | 1 | 1.6 | 1 |
| Cc1ccc(NC(=O)c2nnn(-c3cc(C)cc(C)c3)c2N)cc1 | -4.0 | 0.6 | 1 | -8.4 | 1 | 1.49 | 0.9 | 0.9 | 27.4 | 1.1 |
| S=C1NC2(CCCCC2)NN1c1ccccc1 | -4.2 | -9.8 | 1 | -6.3 | 2.9* | x | 1.8 | 1.1 | -8.8 | 1.1 |

2 records picked at random from those above, as already listed:
| structure | TNAP inh hiacc | TNAP inh no acc | TNAP act hiacc | FLuc inh counter | PMI act satM6P | NF-kB expr up | PMI act | bIAP activator | APP 5'UTR act | FLuc stim CS |
| --- | --- | --- | --- | --- | --- | --- | --- | --- | --- | --- |
| COCCN(C(=O)CSc1nc2nc(C)cc(C)n2n1)c1c(N)n(Cc2ccccc2)c(=O)[nH]c1=O | -2.0 | -13.7 | 1 | -4.5 | 1 | 1.51 | 1 | 1 | 5.4 | 1 |
| Cc1cccc(OCCSc2nncn2C)c1 | -4.7 | -14.4 | 1 | -3.8 | 1 | 1.51 | 1 | 1 | 5.5 | 1 |

Random draw from the library; overall some 3.6% were active at least once.
